RORA act: activators of orphan receptor RORA, primary screen, cell-based, luminescence; Nuclear receptor ROR-alpha (Homo sapiens), P35398; CHO-K1 Gal4-RORA LBD luciferase reporter; percent increase over mock-subtracted basal signal; activation, % at 10 µM; 1.5% of 65,000 active; AID 560, 2006;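 active means activation above the mean of all tested compounds plus 3 SD, cut at about 49% in these data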;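 further: 0% = DMSO-treated RORA cells and 100% = added signal equal to DMSO minus mock-transfected cells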
tolC growth inh: growth inhibitors of E. coli tolC mutant, primary screen, strain BW25113 ΔtolC::kan, 384-well | growth inhibition, % at 10 µM (by protocol) | OD615 | 2.2% of 65,000 active;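 active means growth inhibition at or above a cutoff equal to the mean over every tested compound plus 3 SD, cut at about 60% in these data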;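 further: growth measured after 20 h incubation at 37 °C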
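Material: E. coli BW25113 ΔtolC::kan, tolC deletion mutant strain. Measure: percent growth inhibition. Schedule: 37 °C, 20 h exposure. Doses: single-point testing at 10 µM. Signal: A615 absorbance measurement. Buffer or medium: kanamycin-containing LB broth (50 µg/mL).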
5HT1E antag: 5-HT1E receptor antagonists, primary screen, cell-based, HTS | 5-hydroxytryptamine receptor 1E (Homo sapiens), P28566 | inhibition, % at 6 µM | CHO 5-HT1E Ga15 NFAT-bla reporter, FRET, antagonist | 0.99% of 65,000 active | AID 571, 2007;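 active means inhibition above a set limit, the mean inhibition across every tested compound plus 3 SD, cut at about 29% in these data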;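 further: signal is the 460 over 535 nm emission ratio of beta-lactamase substrate; 0% = agonist plus DMSO wells and 100% = wells without agonist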
5-HT1A blocker: human 5-HT1a receptor antagonists, primary screen, cell-based, CHO, Ga15 NFAT-bla reporter; 5-hydroxytryptamine receptor 1A (Homo sapiens), P08908; CHO 5-HT1a Ga15 NFAT-bla reporter, antagonist mode; inhibition, % at 10 µM; 0.68% of 62,000 active; AID 612, 2007;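 active means inhibition above the mean of all tested compounds plus 3 SD, cut at about 43% in these data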;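 further: receptor stimulated by 5-CT agonist at 100 nM near EC80; beta-lactamase reporter measured by ratiometric fluorescence of a cleavable substrate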
AP complement: alternative complement pathway inhibitors, primary screen, biochemical, ELISA, human serum, orthogonally pooled compounds. inhibition, % at 5 µM. 0.08% of 62,000 active. LPS-coated ELISA, C3 deposition; tested in compound mixtures;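 active means inhibition above 30% in each of the two pooled mixtures holding the compound, so the lower value exceeds 30%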;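 further: 0% = serum in Mg-EGTA without compound and 100% = EDTA serum blank; some compounds past the cut are filed as inactive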
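Test system: human serum alternative complement pathway, C3 deposition on LPS-coated wells; also added: Plate-bound LPS; doses: 5 µM per compound in ten-compound mixtures; schedule: 1 h at 37 °C; detection: Anti-C3 ELISA, OD 450 nm; evaluation: percent inhibition of C3 deposition onto LPS; repeats: two pool placements per compound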
SF-1 act: activators of human SF-1, primary screen, cell-based, CHO-K1, Gal4-SF-1 LBD, luciferase luminescence; Steroidogenic factor 1 (Homo sapiens), Q13285; CHO-K1 Gal4-SF-1 LBD luciferase reporter; % increase over DMSO SF-1-specific signal; activation, % at 10 µM; 1.9% of 65,000 active;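 active means activation above the mean activation of all tested compounds plus 3 SD, cut at about 50% in these data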
Target sequence (Q13285 whole entry, looked up, the tested form may be a part): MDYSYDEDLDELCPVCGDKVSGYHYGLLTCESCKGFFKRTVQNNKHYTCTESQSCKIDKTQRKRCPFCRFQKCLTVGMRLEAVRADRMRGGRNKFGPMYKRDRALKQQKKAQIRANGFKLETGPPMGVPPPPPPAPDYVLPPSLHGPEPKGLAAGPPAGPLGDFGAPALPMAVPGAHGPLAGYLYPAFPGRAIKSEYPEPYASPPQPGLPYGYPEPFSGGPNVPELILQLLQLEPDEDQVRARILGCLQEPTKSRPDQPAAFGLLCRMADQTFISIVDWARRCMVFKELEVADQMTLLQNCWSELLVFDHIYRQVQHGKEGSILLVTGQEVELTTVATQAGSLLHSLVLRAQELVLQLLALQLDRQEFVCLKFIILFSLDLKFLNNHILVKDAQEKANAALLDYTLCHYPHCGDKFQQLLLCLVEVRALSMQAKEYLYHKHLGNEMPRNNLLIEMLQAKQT
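Material: Transient Gal4-SF-1 LBD reporter, CHO-K1 | Input: 4,000 cells/well | Dosing: One dose, 10 µM compound, 1% DMSO | Incubation: 20 h compound treatment, 37 °C | Detection: SteadyLite luciferase luminescence | Evaluation: Percent activation relative to DMSO median and mock-transfected background | Benchmarks: DMSO-treated SF-1-transfected cells as negative, DMSO-treated mock-transfected cells lacking SF-1 as background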
S1P1 ag-PAM: S1P1 agonists and agonism potentiators, primary screen, cell-based, primary and confirmation screens, CRE-bla reporter. S1P1 CRE-bla cells, forskolin, beta-lactamase FRET, potentiator mode; S1P1 agonist co-added at EC20, 2 nM; 100% = saturating reference agonist, 0% = basal. activation, % at 9.5 µM. 0.57% of 56,000 active. Sphingosine 1-phosphate receptor 1 (Homo sapiens), P21453;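 active means activation above a cutoff set at the mean activation of all tested compounds plus 3 SD, cut at about 54% in these data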;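 further: forskolin at 4 µM as EC80 and the EC20 agonist is SEW2871; 100% = SEW2871 at its EC100 plus forskolin at EC80; some compounds past the cut are filed as inactive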
Target sequence (P21453 whole entry, looked up): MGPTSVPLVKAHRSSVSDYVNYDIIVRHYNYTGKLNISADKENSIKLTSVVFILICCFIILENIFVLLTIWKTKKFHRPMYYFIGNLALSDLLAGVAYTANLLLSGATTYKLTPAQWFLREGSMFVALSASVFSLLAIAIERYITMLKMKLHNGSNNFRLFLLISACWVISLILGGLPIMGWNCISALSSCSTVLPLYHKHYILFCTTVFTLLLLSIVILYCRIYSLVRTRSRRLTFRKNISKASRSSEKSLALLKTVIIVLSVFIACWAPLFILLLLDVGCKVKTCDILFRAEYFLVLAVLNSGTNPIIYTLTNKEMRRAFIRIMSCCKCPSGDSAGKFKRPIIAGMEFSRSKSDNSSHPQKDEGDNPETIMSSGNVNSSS
5HT1E ag: 5-HT1E receptor agonists, primary screen, cell-based, HTS. AID 574, 2007. 0.69% of 65,000 active. CHO 5-HT1E Ga15 NFAT-bla reporter, FRET; 0% DMSO wells, 100% control agonist wells. activation, % at 6 µM. 5-hydroxytryptamine receptor 1E (Homo sapiens), P28566;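 active means activation above a set limit, the screen-wide mean activation plus 3 SD, cut at about 8.5% in these data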;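 further: 100% = positive control agonist at 1 µM giving full maximal response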
S1P3 agonist: human S1P3 receptor agonists, primary screen, cell-based, primary and confirmation, NFAT-BLA reporter. Sphingosine 1-phosphate receptor 3 (Homo sapiens), Q99500. S1P3 NFAT-BLA reporter cells, agonism, FRET ratio; relative to 1 µM S1P, basal subtracted. activation, % at 4.5 µM. 0.1% of 60,000 active;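 active means activation above the screen-wide mean plus 3 SD, cut at about 4.5% in these data, passing the limit was not always enough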; further: some compounds called inactive have numbers as strong as hits
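Material: Human S1P3 NFAT-BLA reporter CHO cells | Incubation: Overnight plating, 4 h compound 37 °C, 2 h substrate RT | Signal: FRET β-lactamase substrate fluorescence, excitation 405 nm, 460/535 nm emission ratio, background-subtracted | Compound: 4.5 µM final, single dose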
The depositor's hits bear a star; . = not tested or not shown.

SMILES	RORA act	tolC growth inh	5HT1E antag	5-HT1A blocker	AP complement	SF-1 act	S1P1 ag-PAM	5HT1E ag	S1P3 agonist
COc1cccc(NC(=O)Cn2nnc(-c3ccccc3N)n2)c1	0	53	-1	10	0	-3	-4	-1.3	-0.7
CCOc1ccc(-c2nc(N)nc(C)c2-c2ccc(OC)c(OC)c2)c(O)c1	4	-8	1	16	10	-17	-14	0.4	-1.3
Clc1ccc(-c2ccc(-c3nn4c(-c5ccco5)nnc4s3)o2)cc1	-22	-14	-10	-15	13	-36	.	0.3	-1.5
CCNC(=O)COC(=O)COc1ccc(Cl)cc1C	16	-10	4	-12	-1	6	-1	0.8	0.1
CCn1c(SCC(=O)Nc2nnc(C)s2)nnc1-c1ccco1	16	-8	3	-7	-5	-6	5	0.4	-1.5
COC(=O)c1ccc(C)c(NC(=O)Cc2coc3cc(OC)ccc23)c1	21	10	-9	2	-6	-4	2	0.0	-0.9
Cc1cnc(-c2nnc(N(C)C(=O)c3ccccn3)s2)cn1	40	-20	-1	-1	28	-10	6	-0.8	0.1
COCc1nnc(NC(=O)CSc2ccccc2)s1	-9	2	-1	-15	9	-12	-13	-0.2	0.0
CCC(OC(=O)c1cc2sccc2n1C)C(=O)NCc1ccco1 (centres undefined)	17	0	-6	18	17	-14	18	0.3	-1.2
Cc1cccc(NC(=O)c2cc(NC(=O)c3ccco3)ccc2Cl)n1	9	18	25	18	2	14	23	-1.8	-1.1
COc1ccc(CCN2CNc3c(c(=O)n(C)c(=O)n3C)C2)cc1OC	-6	-10	-3	5	-25	2	0	0.1	-0.6
COC(=O)c1ccccc1N1C(=O)[C@@H]2C(c3ccc(Br)cc3)=NO[C@@H]2C1=O	-13	2	3	.	-4	13	-5	-0.7	-3.3
CCn1c(SCC(=O)Nc2ccc(N3CCOCC3)c(Cl)c2)nnc1-c1ccc(N)cc1	-15	11	12	-3	22	1	.	-0.9	-0.5
CCc1c(C)c2ccc(OCC(=O)OC)cc2oc1=O	-3	-12	0	0	8	-9	.	0.5	.
CCNC(=O)CCn1nc(-c2ccc(Cl)cc2)c2ccccc2c1=O	-17	20	6	14	21	2	.	-0.3	.
O=C(C1CCCO1)N1CCc2ccccc21 (centres undefined)	-1	-10	-7	2	7	11	-10	-0.7	0.8
CC(=O)Nc1cccc(NC(=O)C2CC(=O)N(c3ccc(C)cc3)C2)c1 (centres undefined)	-32	-5	-12	-3	4	12	7	0.6	0.6
O=C(NCCC1=CCCCC1)NC1CCCCC1	29	5	5	9	2	20	.	-0.5	-0.4
COc1cccc(OCC(=O)Nc2ccc(OC)c(OC)c2)c1	2	-4	0	-2	24	-14	.	0.6	-0.7
Cn1c(=O)c2cc(S(=O)(=O)NCCC(=O)N3CC=C(c4ccccc4)CC3)ccc2n(C)c1=O	6	-11	1	-2	0	3	-5	-0.3	0.4
O=C1CC(c2ccc(F)cc2)CC(O)=C1C=NCCN1CCN(C(=O)Nc2ccccc2)CC1 (centres undefined)	-23	-23	2	-11	3	4	-10	0.9	0.0
COc1ccc(NC(=O)c2ccc(C(=O)c3ccccc3)o2)cc1	1	-6	-9	-5	16	11	.	0.4	-0.6
CC1(C)Cc2c(sc3c2c(=N)n(Cc2ccco2)c(=O)n3CC(=O)Nc2cccc(Cl)c2)CO1	-16	19	-1	18	15	-8	.	0.1	.
C=CCN1C(=O)/C(=C2/Sc3ccccc3N2C)SC1=Nc1c(C)n[nH]c1C	7	-6	22	-16	6	25	-28	0.9	0.4
CC(=O)c1cccc(S(=O)(=O)N2CCC(n3nnc4cc(F)ccc43)CC2)c1	12	20	-10	10	4	18	-3	-0.3	-1.3

(listing goes on)
SMILES	RORA act	tolC growth inh	5HT1E antag	5-HT1A blocker	AP complement	SF-1 act	S1P1 ag-PAM	5HT1E ag	S1P3 agonist
NC(=O)COc1ccc(NC(=O)OCc2ccccc2)cc1	5	-20	3	-6	0	-16	.	0.3	0.5
N#Cc1nc(COc2ccc(Br)cc2)oc1NCCN1CCOCC1	20	17	-8	.	.	-4	11	1.0	-0.3
C#CCNc1cc(C)nc2ncnn12	0	-11	0	-10	-22	-4	-2	-0.9	0.2
CCN(CC)CCCNc1cc2n(c(=O)n1)CCc1cc(OC)c(OC)cc1-2	-4	-24	0	-3	12	-10	-8	-0.1	-0.3
CC/C(C)=C1\SC(N2CCN(C(C)=O)CC2)=NC1=O	-11	-6	-4	.	.	1	2	-0.3	-2.0
O=c1oc2c(CN3CCCCC3)c(O)ccc2cc1-c1nc2ccccc2[nH]1	16	-5	25	13	11	27	52	0.9	-0.6
CCC(Sc1nc2cc3c(cc2c(=O)n1Cc1ccco1)OCO3)C(=O)Nc1ccccc1OC (centres undefined)	2	9	5	-2	3	-13	.	-1.1	.
Clc1c(-c2nnc3n2CCCCC3)sc2ccccc12	16	12	5	-40	-10	-3	10	1.0	-0.6
Cc1cccc2cc3c(NC(=O)c4ccccn4)nn(C)c3nc12	-6	-12	-2	9	-4	8	-26	3.3	5.3*
COc1ccc(N2C(=O)CC(Sc3nnc(-c4ccccc4)o3)C2=O)cc1 (centres undefined)	17	-6	-5	47*	-3	-3	-20	-0.4	-1.2
Cc1nc2ccccc2c(=O)n1CC(=O)N1CCOCC1	-4	-25	-3	-2	1	1	17	-0.2	-0.3
CC(C)(C)C(=O)NC1CCN(S(=O)(=O)c2cccc(C(F)(F)F)c2)CC1	-18	-11	0	7	2	-2	-6	0.0	-0.1
O=c1c2ccccc2nc2ccc(NCc3ccco3)nn12	53*	9	17	24	20	9	-21	0.2	-0.9
Cc1nonc1NC(=O)CSc1nc2cc(Cl)ccc2c2c1CCCC2	13	13	6	6	5	7	.	-0.2	.
COC(=O)NCc1cccc(CNC(=O)OC)c1	5	-24	0	-4	7	6	-15	0.2	0.6
CC(C)c1c(O)nc(SCCC(=O)O)[nH]c1=O	-6	-12	-1	-1	5	-12	-11	1.2	-0.2
COc1ccc(-c2nc(N3CCCC3)[nH]c(=O)c2C#N)cc1	0	9	2	10	8	-14	.	1.2	.
O=C(O)Cn1c(SC2CCCCC2)nc2ccccc21	9	-15	-16	-1	4	17	-11	0.0	-0.2
CCOC(=O)C1Cc2c([nH]c3ccccc23)C(C)N1 (centres undefined)	0	18	0	.	-10	13	-6	0.2	0.2
O=C(NC1CCCCCC1)C1CCN(S(=O)(=O)c2ccccc2)CC1	13	2	14	-43	12	-11	-40	-0.5	-1.7
COc1ccc(N(CC(=O)NC2CCCC2)C(=O)Cn2nnc(-c3ccc(C)cc3)n2)cc1OC	-21	17	6	6	13	12	6	54*	-1.1
CCOc1ccc(CCNC(=O)C2CCN(C(=O)N(C)C)CC2)cc1OCC	-15	-10	-1	-12	2	3	-7	-0.8	-0.1
Nc1nc(C2CC2)c(Sc2sc(N)nc2C2CC2)s1	-1	42	0	14	9	17	28	-1.0	-0.1
CCCCOc1ccc(NC(=O)CN2CCN(C(=O)OCC)CC2)cc1	-12	0	-8	-5	17	0	.	0.9	.
CN1CCN(CCNC(=O)c2cc3c(=O)n(C)c4ccccc4c3n2C)CC1	-5	21	-9	-3	12	6	-25	0.5	-0.8

(cont.)
SMILES	RORA act	tolC growth inh	5HT1E antag	5-HT1A blocker	AP complement	SF-1 act	S1P1 ag-PAM	5HT1E ag	S1P3 agonist
CCc1ccccc1NC(=O)CSc1nnc([C@@H]2CCCN2C(=O)OC(C)(C)C)o1	12	-5	-10	2	12	-10	7	1.1	-0.8
Cn1c(=O)c2c(nc(NCCNC(=O)c3ccco3)n2Cc2ccc(Cl)cc2Cl)n(C)c1=O	-14	-15	0	-21	2	1	0	0.0	0.2
CCC(Oc1ccc2c(c1)C(=O)CC(C)(C)O2)C(=O)NCCN1CCCCCC1 (centres undefined)	-8	-16	4	-2	6	2	10	0.1	0.1
CCOC(=O)c1sc2c(c1C)c(=O)c(C(=O)OCC)cn2CC	5	10	-7	.	.	-4	9	-0.4	-4.0
CCc1ccccc1NC(=O)c1cccs1	-22	-13	-5	2	-4	-6	-18	-0.5	-0.2
CCCCN1C(=O)c2ccc(C(=O)Nc3cccnc3)cc2C1=O	10	12	4	-10	16	-13	.	-0.6	-1.0
CC(=O)c1cccc(NC(=O)CCS(=O)(=O)c2cccc3nonc23)c1	8	-8	-8	8	14	9	.	0.7	.
COCCNC(=O)CN1C(=O)CSc2cc(S(=O)(=O)N3CCCCCC3)ccc21	6	-10	3	-7	12	29	-6	-0.2	-0.3
COc1ccc(-c2noc(C3CCCN(S(=O)(=O)c4ccc(C)c(Cl)c4)C3)n2)cc1OC (centres undefined)	-2	11	-5	-1	3	-12	18	0.1	0.1
Nc1ccc(S(=O)(=O)N2CCCc3ccccc32)cc1	13	20	-10	2	11	2	-4	0.7	0.0
Cc1cccc(-c2nnc(SCC#N)n2-c2ccccc2)c1	3	13	7	-10	-6	5	12	0.3	-1.2
Cc1nn(Cc2ccccc2)c2sc(C(=O)N3CCN(Cc4ccc5c(c4)OCO5)CC3)cc12	3	60	1	-3	13	16	19	0.5	-0.2
CC(C)CCNc1cc(=O)n(C)c(=O)n1C	5	-10	-11	-23	-3	-4	-22	0.7	2.5
Cc1cc(C2C(=O)C(C(=O)c3ccc(Cl)cc3)C(=O)CC2(C)C)on1 (centres undefined)	-6	-21	-3	-9	8	-11	-20	0.4	-0.2
O=C1CC(N2CCN(C/C=C/c3ccccc3)CC2)C(=O)N1CCc1ccccc1 (centres undefined)	5	8	12	4	3	-22	90	-1.1	-1.2
Oc1oc(-c2ccco2)nc1C=Nc1ccccc1	8	5	16	10	-6	6	39	-0.5	-0.2
O=C(Nc1cccc(Br)c1)c1cc2ccccc2o1	71*	100*	6	35	16	46	-5	0.1	-0.6

Compound activity (PubChem)
